Bioassay records: PubChem, several laboratories
ERa SRC1 pot: enhancers of ERα–SRC-1 coactivator binding, primary screen, biochemical, TR-FRET, ERα LBD, low estradiol | Estrogen receptor (Homo sapiens), P03372 | TR-FRET ERalpha-LBD/SRC-Cy5 coactivator binding, 2 h; 100 = basal binding, no effect | coactivator binding (% of control), % at 25.6 µM | 1.3% of 86,000 active; in the data active = activity above about 200%;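 also: binding measured in presence of low estradiol as agonist stimulus; 0% = peptide alone without receptor and 100% = receptor with peptide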
Target sequence (P03372 whole entry, looked up, the tested form may be a part): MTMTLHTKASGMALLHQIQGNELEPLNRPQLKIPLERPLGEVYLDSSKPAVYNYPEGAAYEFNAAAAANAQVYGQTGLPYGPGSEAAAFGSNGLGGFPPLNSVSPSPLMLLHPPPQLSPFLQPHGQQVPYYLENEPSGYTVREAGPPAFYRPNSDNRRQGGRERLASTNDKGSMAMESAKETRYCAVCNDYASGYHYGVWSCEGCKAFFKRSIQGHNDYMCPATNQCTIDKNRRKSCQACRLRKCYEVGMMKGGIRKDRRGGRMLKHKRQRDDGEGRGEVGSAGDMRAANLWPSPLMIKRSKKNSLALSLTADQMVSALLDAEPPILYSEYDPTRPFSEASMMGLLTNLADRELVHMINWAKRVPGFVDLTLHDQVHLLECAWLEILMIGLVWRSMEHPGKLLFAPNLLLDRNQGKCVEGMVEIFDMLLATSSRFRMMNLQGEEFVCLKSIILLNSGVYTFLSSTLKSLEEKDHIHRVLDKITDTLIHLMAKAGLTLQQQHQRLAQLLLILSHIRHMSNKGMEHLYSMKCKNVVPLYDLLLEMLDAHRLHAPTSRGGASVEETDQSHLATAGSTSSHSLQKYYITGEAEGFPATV
Mac1 fbg inh: inhibitors of CD11b/CD18 adhesion to fibrinogen, primary screen, K562 cells, luminescence. Integrin beta-2 (Homo sapiens) + Integrin alpha-M (Homo sapiens), P05107+P11215. ATPlite luminescence; Mn2+ added to activate the integrin. inhibition, % at 10 µM. 0.54% of 93,000 active;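 active = primary inhibition of 50% or more at 10 µM, then 40% or more on retest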; also: some results filed as inactive read as strong as hits
HUVEC inhibit: inhibitors of HUVEC proliferation, primary screen, cell-based, 384-well; 1.1% of 86,000 active; CellTiter-Glo luminescence, 72 h; active compounds read low; AID 648, 2007; viability, % at 10 µM (by protocol);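 active = viability at or below 30%; inactive = viability above 30%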;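 also: 100% = median luminescence of DMSO-only cell control wells on each plate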
Fibroblast inh: antiproliferative effect on LL 47 fibroblasts – human, LL 47 cells, CellTiter-Glo luminescence, primary screen; LL 47 human lung fibroblast viability, ATP luminescence; active compounds read low; viability, % at 10 µM; 1.1% of 85,000 active; AID 719, 2007;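 active = viability at or below 50% in the single dose screen; inactive = viability above 50%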;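 also: compound exposure lasted 72 h before the ATP readout; 100% = median luminescence of untreated cell-only wells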
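Times – overnight cell rest, 72 h compound treatment at 37 °C · Test system – human lung fibroblast line LL 47, low passage · Amount – 1,150 cells in each well · Controls – cell-only wells, no compound · Doses – 0.1% DMSO in all compound wells · Measured by – CellTiter-Glo luminescence · Buffer or medium – IMEM plus 15% FBS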
CD11b adhes enh: enhancers of CD11b/CD18 adhesion to fibrinogen, primary screen, K562 cells, luminescence. Integrin beta-2 (Homo sapiens) + Integrin alpha-M (Homo sapiens), P05107+P11215. ATPlite luminescence. activation, % at 10 µM. 0.07% of 93,000 active;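 active = 10 µM primary screen giving 50% or more activity, confirmed by 40% or more on retest at that dose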; also: strong numbers were not always called active
ERa coact inh: ERα–SRC-1 coactivator interaction inhibitors, primary screen, biochemical, TR-FRET, ERα LBD, estradiol-bound. 1.7% of 86,000 active. TR-FRET ER-alpha LBD / SRC-1 peptide. Estrogen receptor (Homo sapiens), P03372. inhibition, % at 25.6 µM; in the data active = inhibition above about 50%;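 also: 0% = receptor plus peptide control and 100% = peptide only without receptor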
CYP2C19 activ: human CYP2C19 activators, primary screen, biochemical, luminescence; recombinant CYP2C19, luciferin-H EGE luminescence; active compounds read high; 0 = fully inhibited enzyme, 1 = untreated enzyme; activation factor at 5 µM; 96,000 tested, under 10 active; AID 1025, 2008;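 active = activation factor of at least 2 at 5 µM in the primary screen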;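 also: 0 = wells with 2.5 mM tranylcypromine and 1 = vehicle-only wells; values of inactives mirror those of a sister screen read the other way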
Target sequence (P33261 whole entry, looked up): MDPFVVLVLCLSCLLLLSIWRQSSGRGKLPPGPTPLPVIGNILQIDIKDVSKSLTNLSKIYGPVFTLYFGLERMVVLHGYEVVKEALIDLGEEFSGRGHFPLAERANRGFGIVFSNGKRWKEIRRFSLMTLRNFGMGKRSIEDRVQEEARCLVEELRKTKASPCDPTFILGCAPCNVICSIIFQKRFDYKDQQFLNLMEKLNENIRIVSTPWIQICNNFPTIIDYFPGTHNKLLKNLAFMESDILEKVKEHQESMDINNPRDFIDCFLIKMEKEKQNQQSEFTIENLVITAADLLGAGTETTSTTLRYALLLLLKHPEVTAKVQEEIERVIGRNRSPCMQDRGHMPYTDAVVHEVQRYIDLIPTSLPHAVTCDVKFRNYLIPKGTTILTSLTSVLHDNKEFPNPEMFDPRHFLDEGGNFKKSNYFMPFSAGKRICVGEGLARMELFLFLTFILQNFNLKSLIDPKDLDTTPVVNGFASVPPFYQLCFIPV
CYP2C19 inh: blockers of cytochrome P450 2C19 activity – biochemical, luminescence, ADME assay, primary screen | P33261 | inhibition, % at 5 µM | CYP2C19 Supersomes, luciferin-H EGE luminescence, 30 min | 21% of 96,000 active | AID 778, 2007;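 active = CYP2C19 inhibition above a set limit at 5 µM in the primary screen, cut at about 50% in these data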;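 also: plate controls were negative control wells for no effect and 2.5 mM tranylcypromine positive control for full effect; values of inactives mirror those of a sister screen read the other way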
H69AR inhibit: proliferation blockers of H69AR lung cancer cells, primary screen, cell-based, human, 86K library; H69AR lung tumor viability, ATP luminescence, 72 h; active compounds read low; viability, % at 10 µM; AID 598, 2007; 6% of 85,000 active;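 active = viability at or below 40%; inactive = viability above 40%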;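 also: multidrug resistant small cell line overexpressing MRP-1 efflux transporter; 100% = mean luminescence of untreated control wells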
* = called active by the depositor; . = no result given; [ ] = dose if it differs, or a comment.

Values run as follows: ERa SRC1 pot	Mac1 fbg inh	HUVEC inhibit	Fibroblast inh	CD11b adhes enh	ERa coact inh	CYP2C19 activ	CYP2C19 inh	H69AR inhibit
1	COc1ccc(S(=O)(=O)N2CCN(c3ccccc3OC)CC2)cc1OC
    94	1	103	97	2	1	0.2	80*	89
2	COc1cccc(NC(=O)c2nn(C)cc2Br)c1
    114	.	102	100	.	0	.	.	91
3	CCC(=O)OC1c2ccccc2C(=O)N1Cc1ccccc1 (stereo not drawn)
    118	-20	96	91	-4	-3	0.4	62*	94
4	CS(=O)(=O)c1ccc(Cl)c(NC(=O)COC(=O)CNC(=O)c2ccc(Br)o2)c1
    126	-5	94	102	-3	8[fluorescence artefact?]	1.2	-20	94
5	CCOC(=O)C1=C(C)Nc2ncnn2C1c1ccccc1F (stereo not drawn)
    107	-15	96	92	6	-23	0.9	10	94
6	CCn1nnnc1SCC(=O)Nc1cccc(NC(C)=O)c1
    92	8	98	100	2	-3	1.1	-6	100
7	CC(C)(C)c1ccc2c(c1)OCC(C(=O)O)O2 (stereo not drawn)
    121	-10	100	93	-2	5	0.6	37	93
8	CC1=CCC2C(=O)N(c3cc(C)on3)C(=O)C2C1 (stereo not drawn)
    108	.	92	100	.	-11	.	.	78
9	Cc1cnn(-c2ccc3nnc(-c4ccc(Br)cc4)n3n2)c1
    284*[fluorescence artefact?]	-9	89	103	44	36[fluorescence artefact?]	1	0	88
10	COc1ccc(NC(=O)C(CC(=O)O)Cc2ccccc2)cc1 (stereo not drawn)
    128[fluorescence artefact?]	-2	99	94	-1	1	1.1	-12	101

Next compounds follow:
Values run as follows: ERa SRC1 pot	Mac1 fbg inh	HUVEC inhibit	Fibroblast inh	CD11b adhes enh	ERa coact inh	CYP2C19 activ	CYP2C19 inh	H69AR inhibit
11	COc1cccc(C2C(C(N)=O)=C(C)Nc3nc(-c4ccccc4Cl)nn32)c1 (stereo not drawn)
    128	28	88	96	2	4[fluorescence artefact?]	0.4	60*	94
12	CC(CCc1ccccc1)NC(=O)CSc1nccc(=O)[nH]1 (stereo not drawn)
    122	2	108	95	-5	-10	1.2	-16	91
13	CN(C)CCOC(=O)c1cccc(Br)c1
    110	-6	95	103	0	29	1	-1	108
14	CCOC(=O)c1sc(NC(C)=O)nc1-c1ccccc1
    73	.	86	101	.	37	1	2	96
15	Cc1ccc(CS(=O)(=O)CCC(=O)NCCN(C)Cc2ccccc2)cc1
    105	0	97	107	0	-8	1.1	-5	106
16	CCN(CCCNC(=O)C1CCCN(S(=O)(=O)c2cnc[nH]2)C1)c1ccccc1 (stereo not drawn)
    106	-3	116	108	0	-5[fluorescence artefact?]	0.2	78*	91
17	COc1cc(-c2nc3ccc4ccccc4c3c3c2CCC3)cc(OC)c1OC
    .	1	.	.	1	.	0.9	8	.
18	CCOC(=O)Nc1ccc2c(c1)N(C(=O)N1CCN(C)CC1)c1ccccc1S2
    90	-14	69	83	3	11	0.3	73*	103
19	COc1cc(OC)cc(C(C(=O)NC2CCCCC2)N(C(=O)c2ccno2)c2ccccc2)c1 (stereo not drawn)
    153	.	87	91	.	-7	.	.	73
20	Cc1cc(-n2c(C)cc(C(=O)CSc3ncnc4ccccc34)c2C)no1
    119	90	91	91	-9	2	0.9	11	69

(continued)
Values run as follows: ERa SRC1 pot	Mac1 fbg inh	HUVEC inhibit	Fibroblast inh	CD11b adhes enh	ERa coact inh	CYP2C19 activ	CYP2C19 inh	H69AR inhibit
21	COC(=O)CSc1nnc(CNC(=O)c2ccccc2OC)n1-c1ccc(OC)cc1
    97	6	93	100	0	-9	1.1	-11	92
22	CCCCCCC(c1c(C)n(C)n(-c2ccccc2)c1=O)c1c(C)n(C)n(-c2ccccc2)c1=O
    89	.	85	104	.	0	.	.	69
23	CCOC(=O)C1CCCN(C(=O)CC(c2ccccc2)c2ccccc2)C1 (stereo not drawn)
    102	.	91	101	.	-7	.	.	82
24	Cc1ccc(Cn2c(SCC(=O)NCc3ccco3)nc3ccsc3c2=O)cc1
    94[fluorescence artefact?]	-4	99	91	-2	20[fluorescence artefact?]	0.8	20	103
25	Cc1cccc(-c2c3c(=O)n(C)c(=O)n(C)c3cn2CCO)c1
    98	-5	85	92	-2	-15	1.2	-16	95
26	COc1ccc(-c2cc3ccccc3oc2=O)cc1NC(=O)c1ccc(Br)o1
    231*	-18	48	90	17	66*[fluorescence artefact?]	0.7	31	32*
27	CCOc1ccc(CCNC(=O)C2CCC(=O)N2C2CCCCC2)cc1OCC (stereo not drawn)
    120	.	95	98	.	-1[fluorescence artefact?]	0.4	64*	87
28	Cc1ccc(S(=O)(=O)Cn2nnnc2CN2CCN(C(=O)c3ccco3)CC2)cc1
    143	-9	96	95	-1	4[fluorescence artefact?]	1.1	-5	97
29	CCOC(=O)/C(C#N)=C/c1ccc(OCC(=O)Nc2ccccc2)c(OC)c1
    .	-7	.	.	19	.	1	4	.
30	N#CCN1CCN(CC(=O)Nc2cccc3ccccc23)CC1
    84	.	98	98	.	-6	1	-1	62

3 compounds out of the list, arranged by length of the SMILES, lowest first:
Values run as follows: ERa SRC1 pot	Mac1 fbg inh	HUVEC inhibit	Fibroblast inh	CD11b adhes enh	ERa coact inh	CYP2C19 activ	CYP2C19 inh	H69AR inhibit
25	Cc1cccc(-c2c3c(=O)n(C)c(=O)n(C)c3cn2CCO)c1
    98	-5	85	92	-2	-15	1.2	-16	95
23	CCOC(=O)C1CCCN(C(=O)CC(c2ccccc2)c2ccccc2)C1 (stereo not drawn)
    102	.	91	101	.	-7	.	.	82
28	Cc1ccc(S(=O)(=O)Cn2nnnc2CN2CCN(C(=O)c3ccco3)CC2)cc1
    143	-9	96	95	-1	4[fluorescence artefact?]	1.1	-5	97

The list goes on.
Values run as follows: ERa SRC1 pot	Mac1 fbg inh	HUVEC inhibit	Fibroblast inh	CD11b adhes enh	ERa coact inh	CYP2C19 activ	CYP2C19 inh	H69AR inhibit
31	COC(=O)c1ccc2c(=O)n(CCCCCC(=O)NCc3ccccn3)c(=O)[nH]c2c1
    129	-34	88	99	-2	-2[fluorescence artefact?]	1	1	105
32	COc1ccc(-n2c(SCC(=O)N3CCCCC3)nnc2-c2cccnc2)cc1
    109[fluorescence artefact?]	18	108	109	-2	-4[fluorescence artefact?]	1.1	-6	95
33	c1cc2cn[nH]c2cc1NC1CCCCCC1
    84[fluorescence artefact?]	11	72	95	-4	-15	0	99*	76
34	CCCCN(CC)c1nc(N)c2c(N)nc(OCC)cc2c1C#N
    108	22	80	82	-1	-18[fluorescence artefact?]	1	0	34*
35	c1ccc(Cc2nnc(N3CCOCC3)c3ccccc23)cc1
    89	-7	104	103	-2	3[fluorescence artefact?]	0.6	42	93
36	Cc1ccc(C)c(-n2c(Cc3cc(=O)[nH]c(=O)[nH]3)nnc2SCC(=O)NCc2ccco2)c1
    87	.	92	104	.	11	.	.	91
37	N/C(=N\OC(=O)c1ccc(Br)cc1)c1ccccc1
    .	8	.	.	-3	.	1	-3	.
38	CC1CN(S(=O)(=O)c2ccccc2)CC(C)O1 (stereo not drawn)
    102	-4	94	102	-1	-1	0.7	34	99
39	CCOC(=O)C1=C(N)Oc2cc(C)[nH]c(=O)c2C1c1ccncc1 (stereo not drawn)
    105[fluorescence artefact?]	-3	85	97	1	6	0.3	75*	87
40	O=C(NCCN1CCOCC1)C1CCC(=O)N1Cc1ccccc1Cl (stereo not drawn)
    125	-22	108	94	3	-8	1	-1	101

Continued:
Values run as follows: ERa SRC1 pot	Mac1 fbg inh	HUVEC inhibit	Fibroblast inh	CD11b adhes enh	ERa coact inh	CYP2C19 activ	CYP2C19 inh	H69AR inhibit
41	CCCc1noc2c1/C(=N\O)CC(CC(C)SCC)C2 (stereo not drawn)
    .	16	.	.	0	.	0.3	73*	.
42	COc1ccc(OC)c(NC(=O)c2[nH]c(C)c(C(C)=O)c2C)c1
    109	-11	81	94	6	-4	0.8	21	57
43	Cc1ccc(C(=O)N/C(N)=N/c2nc3ccccc3o2)cc1
    100	7	94	103	-2	-2	0.9	13	47
44	CC1C(=O)CC(c2ccccc2)N(C)C1c1ccccc1 (stereo not drawn)
    122	-4	97	98	6	-5	0	100*	72
45	CS(=O)(=O)Nc1ccc(S(=O)(=O)NCCc2ccccc2)cc1
    88	-1	101	98	0	4	0.9	14	92
46	OCCNc1ncnc2ccc(Br)cc12
    91[fluorescence artefact?]	4	72	94	-6	3	1.1	-14	89
47	CS(=O)(=O)C1=C(O)C(=O)N(CCCC(=O)O)C1c1ccccc1F (stereo not drawn)
    120[fluorescence artefact?]	-3	104	98	-2	-5	1	0	95
48	N#Cc1c(Cl)cccc1-n1ccnc1
    .	2	.	.	22	.	0.6	41	.
49	C=CCSc1nc(N)c(C(=O)Nc2ccccc2)cc1C#N
    127[fluorescence artefact?]	11	89	105	-2	9[fluorescence artefact?]	0.8	23	68
50	COc1cccc(C(=O)N2CCSC2=S)c1
    107	-4	86	100	-5	6	0.4	62*	87

More structures follow:
Values run as follows: ERa SRC1 pot	Mac1 fbg inh	HUVEC inhibit	Fibroblast inh	CD11b adhes enh	ERa coact inh	CYP2C19 activ	CYP2C19 inh	H69AR inhibit
51	Nc1nc2ccccc2n1C(=O)CCc1ccccc1
    91	-34	85	85	1	4	0.9	6	26*
52	Cc1c(C(=O)N2CCOCC2)oc2ccc(S(=O)(=O)N3CCCCCC3)cc12
    101	10	100	104	0	2	1	0	84
53	Cc1ccc(NC(=O)/C(=C\C=C\c2ccccc2)NC(=O)c2ccccc2)cc1
    .	-6	.	.	17	.	0.5	46	.
54	CCOC(=O)C1CCCN(c2c(N3CCN(C)CC3)c(=O)c2=O)C1 (stereo not drawn)
    98	5	100	96	-13	-1	1	4	94
55	CCCC(=O)c1ccc(N2CCCCCC2)c(F)c1
    103	2	104	101	2	-11	0.9	9	97
56	CCCCn1c(CN(Cc2ccccc2)Cc2ccccc2)nc2c1c(=O)n(C)c(=O)n2C
    107[fluorescence artefact?]	.	90	91	.	-10	.	.	45
57	Cc1cc(C)c(OCC(=O)Nc2cccc(NC(=O)c3ccco3)c2)c(Br)c1
    124	25	58	103	-5	3	0	96*	73
58	COc1cc(NS(=O)(=O)c2ccc(NC(C)=O)cc2)ncn1
    99	-21	93	108	-2	2	0.9	8	96
59	O=C(O)c1cccn2c(=O)c3ccccc3nc12
    .	-11	.	.	7	.	1.1	-6	.
60	Cc1ccccc1CSc1nnc(-c2ccco2)n1Cc1ccco1
    80	.	103	96	.	13[fluorescence artefact?]	0.3	66*	85
61	COc1ccc2c(c1OC)C(=O)OC2CC(=O)O (stereo not drawn)
    117	.	84	91	.	0	1.1	-12	97

The order is random; overall some 26% were active at least once.
